# KOR beta-arrestin-1: KOR antagonists, beta-arrestin recruitment, cell-based, luminescence, uHTS (AID 1778) | KOR beta-arrestin recruitment, luminescence, antagonist mode; higher % means a stronger effect | inhibition, % at 10 µM, or IC50 in µM where a hit was titrated | actives 0.091% (n = 290,000); also: strong numbers were not always called active
# MgcRacGAP inhibition: MgcRacGAP GTPase-activating activity inhibitors, confirmation, biochemical, ADP Hunter fluorescence; MgcRacGAP-stimulated Rac1 GTP hydrolysis, ADP Hunter fluorescence; higher % means a stronger effect; GST-tagged Rac1 F28L mutant substrate; inhibition, % at 30 µM; hits with a dose series show IC50 in µM; actives 0.6% (n = 340,000); AID 624330;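 active = first-screen hits whose inhibition reached a set limit at any dose in the follow-up dose series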;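 also: fluorescence reports GDP produced by GAP-driven GTP hydrolysis; strong numbers were not always called active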
# HIV fusion peptide: cell-free HIV fusion peptide-binding blockers – biochemical, uHTS, fluorescence dequenching, primary screen (AID 1986) | cell-free peptide binding, fluorescence dequenching, 30 min; higher % means a stronger effect | inhibition, % at 20 µM, or IC50 in µM where a hit was titrated | actives 0.3% (n = 290,000); in the data active = inhibition mostly above about 52%, no sharp cut-off; inactive = mostly below about 76%; also: some results filed as inactive read as strong as hits
# KOR beta-arrestin-2: kappa opioid receptor activators – cell-based, luminescence, uHTS, primary screen (AID 1777). one-dose activation, % at 10 µM; EC50 in µM for titrated hits. KOR beta-arrestin recruitment, luminescence; higher % means a stronger effect. actives 0.02% (n = 280,000); in the data active = activation above about 50%, passing the limit was not always enough; also: a part of the inactive calls stands beside numbers as strong as those of hits
# NOD1 inhibition: NOD1 signaling inhibitors, primary screen, cell-based, luminescence, uHTS (AID 1578) | NOD1-driven NF-kB luciferase reporter cells, luminescence; higher % means a stronger effect | inhibition, % at 4 µM; hits with a dose series show EC50 in µM | actives 1% (n = 290,000); in the data active = inhibition mostly above about 36%, no sharp cut-off; inactive = mostly below about 34%;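 also: HEK-293T reporter cells stimulated with the NOD1 agonist gamma-tri-DAP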
# GPR55 activation: selective activators of receptor GPR55 – imaging, U2OS cells, beta-arrestin-GFP redistribution, primary screen (AID 1961) | U2OS GPR55 beta-arrestin-GFP redistribution imaging; higher % means a stronger effect | activation, % at 10 µM, or EC50 in µM where a hit was titrated | actives 0.048% (n = 290,000);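 active = activation above 40% with more than 50 cells counted in the well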;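 also: U2OS osteosarcoma cells stably expressing GPR55 and beta-arrestin-GFP; plate controls were DMSO negative control for no effect and LPI positive control for full effect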
# HEK293 NOD2/NF-kB: NOD2 signaling inhibitors, cell-based, luminescence, uHTS, HEK293 (AID 1566) | HEK293 NOD2/NF-kB luciferase reporter, luminescence; higher % means a stronger effect | actives 0.63% (n = 290,000) | inhibition, % at 4 µM, or EC50 in µM where a hit was titrated; also: many of its hits are not listed in these tables
# Large T inhibition: SV40 large T antigen inhibitors, biochemical (AID 1903); SV40 large T antigen ATPase/helicase inhibition assay; higher % means a stronger effect; inhibition, % at 20 µM; hits with a dose series show IC50 in µM; actives 0.39% (n = 310,000); in the data active = a potency from the dose series; also: strong numbers were not always called active
# GPR55 LPI antagonism: inhibition of LPI-stimulated GPR55 beta-arrestin translocation – imaging, U2OS, beta-arrestin-GFP, LPI agonist, primary screen (AID 2013). U2OS GPR55 beta-arrestin-GFP translocation imaging, LPI antagonism; higher % means a stronger effect. one-dose inhibition, % at 10 µM; IC50 in µM for titrated hits. actives 0.13% (n = 290,000);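 active = spots per cell inhibited over 60%, with over 100 cells counted and total cytoplasm intensity under 500,000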;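 also: U2OS cells stably carrying GPR55 and arrestin-GFP stimulated by 5 µM LPI near EC80; imaged beta-arrestin-GFP aggregate spots per cell after agonist stimulation; plate controls were LPI-stimulated DMSO wells for no effect and DMSO wells without LPI for full effect; some results filed as inactive read as strong as hits; confirmed hits need IC50 under 10 µM and bright autofluorescent wells are also inconclusive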
# An asterisk follows results filed as active; / = no result given; [ ] = another dose, or the depositor's remark. Rule as the data show it, unless noted: active = inhibition above about 50%; inactive = the rest.
# Every second line gives: KOR beta-arrestin-1 | MgcRacGAP inhibition | HIV fusion peptide | KOR beta-arrestin-2 | NOD1 inhibition | GPR55 activation | HEK293 NOD2/NF-kB | Large T inhibition | GPR55 LPI antagonism
N#C/C=C1\Sc2ccccc2C(=O)N1CC(=O)N1CCN(S(=O)(=O)c2ccccc2)CC1
→ 1% | 8% | -0.1% | 3.9% | -19% | -0.3% | 2% | 10% | 16%
CCCCNC(=O)CCn1nc(-c2ccccc2)c2ccccc2c1=O
→ 0% | 11% | 0.9% | -0.9% | -5% | 0.0% | 0% | 9% | -4%
COCCNc1nc(N)c([N+](=O)[O-])c(Nc2ccc(F)cc2)n1
→ -4% | / | -1.3% | -4.5% | -6% | 0.0% | 5% | 5% | -8%
O=C(Nc1ccc2ccccc2c1)/C(=C/c1cccc(Br)c1)NC(=O)c1ccco1
→ 14% | 0% | 3.7% | 5.2% | 14% | 0.1% | 20% | 6% | 10%
CCOC(=O)C(=O)Nc1nc(-c2ccc3c(c2)CCN3C(=O)C2CC2)c(C)s1
→ -5% | 6% | -1.0% | -3.7% | -1% | -0.2% | -15% | 6% | 1%
O=C(NCc1cn2ccsc2n1)Nc1ccc(Cl)cc1
→ -8% | 1% | 0.0% | -4.0% | -28% | 0.1% | 19% | 8% | -1%
CCOc1ccccc1NC(=S)NCc1ccccc1
→ -7%[20 µM] | -9% | -2.1% | -3.0% | -16% | 0.5% | 14% | 19% | -4%
COc1ccc(C2=NN(C(=O)CCC(=O)O)C(c3cccs3)C2)cc1OC (stereo not drawn)
→ 9% | 1% | -0.7% | 1.9% | -32% | -0.2% | 1% | 1% | -2%
O=C(COc1ccc(Cl)cc1)NCCCNC(=O)c1cnccn1
→ -32% | 9% | 2.7% | 1.0% | 11% | -0.4% | 10% | 14% | 11%
c1ccc2sc(NC3=NCN(CC4CCCO4)CN3)nc2c1 (stereo not drawn)
→ -10% | 5% | 1.1% | 1.6% | -48% | -0.3% | -13% | -5% | -2%
CCc1cc2c(-c3ccccc3)cc(=O)oc2c(CN2CCOCC2)c1O
→ 9% | 10% | 1.7% | 1.8% | -8% | -0.2% | 8% | 6% | -13%
COc1ccc(C(=O)CCN2CCCCCC2)cc1
→ 2% | 4% | 0.3% | -0.6% | 8% | 0.3% | 5% | -1% | 13%
CCc1nnc(NS(=O)(=O)c2ccc(NC(=S)NC(=O)/C=C/c3ccc(OC)cc3)cc2)s1
→ -36% | 6% | 35% | -3.8% | -20% | -0.4% | 10% | 15% | 11%
CCOc1ccc(CNC(=O)C2CCCN(S(=O)(=O)N3CC(C)CC(C)C3)C2)cc1OC (stereo not drawn)
→ -25% | 2% | -0.6% | -4.4% | -7% | -0.1% | 5% | 9% | 1%
COc1ccc(CCNC(=O)CSc2nc3[nH]ncc3c(=O)n2-c2ccc(C)c(Cl)c2)cc1OC
→ 12% | -7% | 0.9% | -6.1% | -20% | -0.5% | -12% | 21% | 11%
c1ccc(-n2nnnc2SCc2cn3cccnc3n2)cc1
→ -20% | -7% | -0.1% | -4.1% | -18% | 0.2% | 5% | 2% | -8%
CCC(=O)Nc1ccc(CCC(=O)N2CCCC2)cc1
→ -45%[20 µM] | 10% | 0.7% | -2.0% | -11% | 0.3% | -5% | 11% | 11%
CCCOc1ccc(Cn2c(=O)oc3ccc(C)cc32)cc1OC
→ 10% | -10% | 2.5% | 6.0% | -8% | 0.1% | 6% | 7% | 4%
Cc1nnc(NC(=O)C(C)Sc2nncn2C)s1 (stereo not drawn)
→ 2% | 9% | 3.7% | -2.4% | -15% | 0.3% | 0% | 6% | 17%
CCC(C)C(=O)Nc1c2c(nc3c1CCC3)CCCC2 (stereo not drawn)
→ -4% | 13% | 0.8% | -5.5% | -1% | -0.1% | 17% | 12% | 12%
O=C(Nc1nnc(C2CCCCC2)s1)c1ccc(Br)s1
→ 31% | 5% | 0.5% | 1.4% | -20% | -0.1% | -31% | 1% | 11%
CC1CCCN(c2nc3c(c(=O)[nH]c(=O)n3C)n2CCSc2nc3ccccc3o2)C1 (stereo not drawn)
→ -29% | 13% | -1.1% | 1.0% | 7% | 0.2% | 12% | 5% | -5%
O=[N+]([O-])c1cccc(C(=Nc2ccccc2)NO)c1
→ -1% | 8% | 2.9% | -2.9% | 2% | 0.1% | 1% | 15% | 5%
Cn1c2ccccc2c(=O)c2c(=O)n(Cc3ccco3)c(-c3ccc(C(C)(C)C)cc3)nc21
→ 12% | / | -1.3% | -1.2% | 9% | -0.1% | 45% | 18% | 6%
CC1CCN(CCCn2c(=S)[nH]c3ccc(N4CCOCC4)cc3c2=O)CC1
→ 0% | 12% | -0.6% | 1.9% | 29% | -2.3% | 13% | 2% | 29%
COc1ccc(S(=O)(=O)Nc2c(C)cccc2C)cc1-n1cnnn1
→ 2% | 5% | 5.8% | -0.3% | -23% | -0.2% | -8% | 11% | -3%
Cc1ccc(Sc2ncccc2[N+](=O)[O-])cc1
→ 16% | 9% | -0.5% | 3.1% | -4% | -0.1% | -13% | 9% | -4%
C=CCc1ccc(OCCCCNC2CCCC2)c(OC)c1
→ -16% | 18% | -1.1% | -2.8% | -44% | 0.2% | 2% | 0% | 15%
Cc1ccc(C(=O)COC(=O)COc2ccc(C)c(C)c2)cc1
→ 13% | 11% | -0.1% | 1.0% | -26% | 0.2% | 14% | 11% | 3%
CC1CCN(S(=O)(=O)c2ccc(NC(=O)CN3CCCC3)cc2)CC1
→ 3% | 22% | 0.3% | -2.1% | -14% | -0.1% | 8% | 1% | -1%

# A second format for some results above.
compound	KOR beta-arrestin-1	MgcRacGAP inhibition	HIV fusion peptide	KOR beta-arrestin-2	NOD1 inhibition	GPR55 activation	HEK293 NOD2/NF-kB	Large T inhibition	GPR55 LPI antagonism
CCC(C)C(=O)Nc1c2c(nc3c1CCC3)CCCC2 (stereo not drawn)	-4%	13%	0.8%	-5.5%	-1%	-0.1%	17%	12%	12%
O=C(Nc1nnc(C2CCCCC2)s1)c1ccc(Br)s1	31%	5%	0.5%	1.4%	-20%	-0.1%	-31%	1%	11%
CC1CCCN(c2nc3c(c(=O)[nH]c(=O)n3C)n2CCSc2nc3ccccc3o2)C1 (stereo not drawn)	-29%	13%	-1.1%	1.0%	7%	0.2%	12%	5%	-5%
O=[N+]([O-])c1cccc(C(=Nc2ccccc2)NO)c1	-1%	8%	2.9%	-2.9%	2%	0.1%	1%	15%	5%
Cn1c2ccccc2c(=O)c2c(=O)n(Cc3ccco3)c(-c3ccc(C(C)(C)C)cc3)nc21	12%	/	-1.3%	-1.2%	9%	-0.1%	45%	18%	6%
CC1CCN(CCCn2c(=S)[nH]c3ccc(N4CCOCC4)cc3c2=O)CC1	0%	12%	-0.6%	1.9%	29%	-2.3%	13%	2%	29%
COc1ccc(S(=O)(=O)Nc2c(C)cccc2C)cc1-n1cnnn1	2%	5%	5.8%	-0.3%	-23%	-0.2%	-8%	11%	-3%
Cc1ccc(Sc2ncccc2[N+](=O)[O-])cc1	16%	9%	-0.5%	3.1%	-4%	-0.1%	-13%	9%	-4%
C=CCc1ccc(OCCCCNC2CCCC2)c(OC)c1	-16%	18%	-1.1%	-2.8%	-44%	0.2%	2%	0%	15%
Cc1ccc(C(=O)COC(=O)COc2ccc(C)c(C)c2)cc1	13%	11%	-0.1%	1.0%	-26%	0.2%	14%	11%	3%
CC1CCN(S(=O)(=O)c2ccc(NC(=O)CN3CCCC3)cc2)CC1	3%	22%	0.3%	-2.1%	-14%	-0.1%	8%	1%	-1%

# Next section.
# Every second line gives: KOR beta-arrestin-1 | MgcRacGAP inhibition | HIV fusion peptide | KOR beta-arrestin-2 | NOD1 inhibition | GPR55 activation | HEK293 NOD2/NF-kB | Large T inhibition | GPR55 LPI antagonism
CCCn1nc(Oc2nc(NCC)nc(NC(C)C)n2)ccc1=O
→ 1% | 3% | 0.9% | 1.9% | 7% | -0.1% | 0% | 15% | 26%
CC(C)C1NC(C(=O)O)Cc2c1[nH]c1ccccc21 (stereo not drawn)
→ -41%[20 µM] | 4% | 1.9% | 0.4% | -20% | -0.3% | -5% | 9% | 7%
CCC(C)NS(=O)(=O)c1ccc(NC(=O)Cc2ccc(OC)cc2)cc1 (stereo not drawn)
→ -18%[20 µM] | -6% | -0.1% | / | 3% | -0.1% | 22% | 2% | 4%
Cc1ccc(CNc2ccc(N3C(=O)CC(C)C3=O)cc2[N+](=O)[O-])cc1 (stereo not drawn)
→ -24% | 4% | -2.8% | 2.5% | -5% | 0.7% | -19% | 19% | -5%
Cc1ccc(NC(=O)CN(c2ccc(C)cc2)S(=O)(=O)c2cccc3nonc23)cc1
→ 26% | 9% | 2.2% | -0.6% | 8% | 0.1% | 15% | 5% | -1%
COc1ccccc1NC(=S)NCc1ccco1
→ 12% | 5% | 0.5% | -2.3% | -8% | -0.1% | -1% | 4% | 4%
CCn1cc(CN2CCC(C(=O)Nc3ccc(Oc4cccnc4)cc3)CC2)cn1
→ 4% | 8% | -2.1% | 1.2% | 11% | 0.3% | 8% | 18% | 12%
Cc1ccc(-c2nc(N)n(C(=O)c3cccnc3)n2)cc1
→ -5% | 5% | 2.1% | 1.4% | -14% | -0.2% | 10% | 1% | 0%
COCCN(C(=O)Cc1cccs1)C(C(=O)NC1CCCC1)c1cc(OC)c(OC)c(OC)c1 (stereo not drawn)
→ -14%[20 µM] | 3% | -0.5% | / | -26% | 0.2% | 7% | 4% | 1%
COc1cccc(Nc2nnc(SCC(=O)N3CC(C)OC(C)C3)s2)c1 (stereo not drawn)
→ -6% | 3% | -1.8% | 2.2% | 1% | 0.0% | 21% | -2% | 7%
O=C(O)CCCCCN=C1CCc2ccccc2N1
→ 20% | 6% | -2.6% | -4.7% | -9% | -0.2% | 3% | 7% | 9%
CCCc1cc(C(N)=O)c(NC(=O)c2ccoc2C)s1
→ 23% | 7% | 8.1% | -4.9% | -40% | -0.1% | 10% | 64% | -22%
Nc1ccc2nc(NC(=O)C3CCCCC3)sc2c1
→ -6%[20 µM] | 9% | -2.6% | / | -31% | 0.2% | -116% | 28% | 8%
CC(=O)Nc1ccc(NC(=O)CCSCCc2ccccn2)cc1
→ -1% | 7% | 0.1% | -2.4% | -15% | 0.0% | 1% | 13% | 5%
N#Cc1ccc(OCC(=O)N2CCN(S(=O)(=O)c3cccs3)CC2)cc1
→ 19% | 7% | 1.7% | -3.6% | 4% | 0.6% | 13% | 4% | 9%
CCC(=O)Oc1ccc(C(=O)Nc2ccc([N+](=O)[O-])cc2)cc1
→ -18%[20 µM] | 4% | 0.4% | 9.1% | -9% | -0.1% | -73% | -1% | -9%
O=C(O)c1ccccc1CSc1nnnn1-c1ccccc1
→ -8% | 14% | 2.8% | -3.8% | -9% | 0.4% | 17% | 11% | 6%
O=C(Cc1ccc([N+](=O)[O-])cc1)NCc1ccc2c(c1)OCO2
→ / | 0% | -2.0% | 0.9% | -16% | -0.4% | 17% | 6% | 5%

# Some entries already given with just Large T inhibition:
compound | Large T inhibition
Cc1ccc(CNc2ccc(N3C(=O)CC(C)C3=O)cc2[N+](=O)[O-])cc1 (stereo not drawn) | 19%
Cc1ccc(NC(=O)CN(c2ccc(C)cc2)S(=O)(=O)c2cccc3nonc23)cc1 | 5%

# High-throughput results (PubChem)

# Some of the compounds tested. The share of hits here may be higher or lower than overall.
